Compound activity as filed in PubChem.
FID counter: fluorescent intercalator displacement, NS3 helicase counter-screen | DNA fluorescent intercalator displacement, fluorescence | inhibition, % at 7.9 µM | hit rate 0.17% among 290,000; in the data active = inhibition above about 37%;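 note: 0% = vehicle and 100% = reference compound; higher means more ethidium bromide displaced from hairpin DNA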
HCV NS3 hel inh: inhibitors of Hepatitis C virus NS3 helicase; AID 1800; hit rate 0.56% among 290,000; inhibition, % at 10.9 µM; NS3 helicase DNA unwinding, Cy5 molecular beacon fluorescence;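 active = inhibition above the mean of all tested compounds plus 3 SD, set per campaign, cut at about 35% in these data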;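 note: 0% = DMSO wells and 100% = thioflavine S control wells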
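Assay system – hepatitis C virus NS3 helicase domain fragment enzyme · Buffer or medium – MOPS pH 6.5, MgCl2, DTT, Tween20, BSA · Reagent – Cy5/quencher beacon DNA duplex and ATP to start · Compound – single 10.9 µM dose · Timing – 1 h at 25 °C · Technique – Cy5 beacon fluorescence read at start and 1 h · Measure – % inhibition of unwinding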
M18AAP inhibitor: blocks P. falciparum M18 aspartyl aminopeptidase; recombinant PfM18AAP, H-Glu-NHMec fluorogenic cleavage; inhibition, % at 7.35 µM; hit rate 1.2% among 290,000;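 active = inhibition above the campaign mean inhibition over all tested compounds plus 3 SD, cut at about 28% in these data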;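 note: 0% = plate median of test compound wells and 100% = 2 mM ZnCl2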
IMP-1 inhibitor: blocks Pseudomonas aeruginosa IMP-1 metallo-beta-lactamase; hit rate 0.45% among 290,000; purified IMP-1, nitrocefin hydrolysis, epi-absorbance fluorescence; inhibition, % at 5.6 µM;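 active = inhibition above the mean plus 3 SD of all compounds in the same screening run, cut at about 4.5% in these data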;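 note: 0% = IMP-1 with DMSO and 100% = DMSO wells lacking enzyme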
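System: purified IMP-1 / Input: IMP-1 dispensed at 0.2 nM / Medium: 50 mM HEPES pH 7.1, 50 µM ZnSO4, 0.05% Brij 35 / Timing: 15 min enzyme–compound preincubation, then 25 min nitrocefin reaction, 25 °C / Technique: plate fluorescence quenching by hydrolysis product, ex 480/em 530 nm / Repeats: singlicate testing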
VIM-2 inhibitor: blocks Pseudomonas aeruginosa VIM-2 metallo-beta-lactamase; purified VIM-2, nitrocefin hydrolysis, epi-absorbance fluorescence; inhibition, % at 5.6 µM; hit rate 0.89% among 290,000;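 active = inhibition above the mean of all tested compounds plus 3 SD, cutoff set per screening run, cut at about 7.5% in these data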;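 note: red hydrolysis product quenches plate fluorescence so inhibitors raise well fluorescence; 0% = enzyme with DMSO and 100% = DMSO without enzyme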
p-CIP stab down: p/CIP protein destabilization. Q05BA5. F442A p/CIP-EGFP cells, EGFP fluorescence, 16 h. decrease of EGFP signal, % at 10 µM. hit rate 0.01% among 290,000. AID 1984;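 active = EGFP signal decrease of at least 30% at 10 µM or well 3 SD below plate mean, unless failing retest; inactive = the rest, including hits failing retest or dose response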; note: some compounds called inactive have numbers as strong as hits; many of its hits are not listed in these tables
IDE inh: cellular human IDE inhibition. P14735. HEK cells, FAbetaB cleavage, fluorescence polarization. inhibition, % at 5.59 µM. hit rate 0.41% among 320,000;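 active = percent inhibition above the average of all tested compounds plus 3 SD, set per screening campaign, cut at about 16% in these data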;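 note: IDE supplied by intact live HEK cells; FP after avidin binding of uncleaved biotin substrate so inhibition keeps polarization high; 0% = DMSO wells and 100% = 60 µM reference IDE inhibitor Ii1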
Target sequence (P14735 whole entry, looked up): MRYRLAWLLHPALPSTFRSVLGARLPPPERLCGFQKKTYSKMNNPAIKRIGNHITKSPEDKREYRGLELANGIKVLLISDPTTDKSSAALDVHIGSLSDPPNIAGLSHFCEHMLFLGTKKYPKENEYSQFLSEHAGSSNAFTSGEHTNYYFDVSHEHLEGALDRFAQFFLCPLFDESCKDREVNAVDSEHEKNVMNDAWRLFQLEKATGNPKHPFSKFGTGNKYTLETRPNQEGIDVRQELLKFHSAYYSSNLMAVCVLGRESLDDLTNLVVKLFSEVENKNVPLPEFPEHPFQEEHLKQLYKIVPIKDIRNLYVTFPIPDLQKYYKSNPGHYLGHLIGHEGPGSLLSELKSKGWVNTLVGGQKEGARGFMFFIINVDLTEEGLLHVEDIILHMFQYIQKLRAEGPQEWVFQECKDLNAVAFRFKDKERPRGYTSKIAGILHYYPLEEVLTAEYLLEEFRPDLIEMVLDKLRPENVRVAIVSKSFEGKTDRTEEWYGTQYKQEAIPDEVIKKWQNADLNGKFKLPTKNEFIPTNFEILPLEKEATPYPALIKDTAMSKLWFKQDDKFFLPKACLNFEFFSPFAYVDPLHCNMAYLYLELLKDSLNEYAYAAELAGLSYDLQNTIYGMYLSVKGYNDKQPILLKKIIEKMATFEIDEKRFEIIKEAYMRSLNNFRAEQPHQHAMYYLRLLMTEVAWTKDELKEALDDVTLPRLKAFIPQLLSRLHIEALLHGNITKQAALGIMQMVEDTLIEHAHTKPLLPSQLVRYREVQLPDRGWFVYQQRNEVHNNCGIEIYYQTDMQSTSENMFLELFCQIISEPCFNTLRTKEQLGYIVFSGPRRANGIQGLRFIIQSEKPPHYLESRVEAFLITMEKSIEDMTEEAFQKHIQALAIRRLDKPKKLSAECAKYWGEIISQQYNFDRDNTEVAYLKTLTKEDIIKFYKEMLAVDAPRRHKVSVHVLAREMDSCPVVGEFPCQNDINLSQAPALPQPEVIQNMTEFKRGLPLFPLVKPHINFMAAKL
IDE cell activ: boosts human insulin-degrading enzyme activity in HEK cells. AID 493087. hit rate 0.073% among 340,000. activation, % at 5.96 µM. FAbeta-B cleavage, fluorescence polarization; 0% vehicle, 100% cell-free pure enzyme wells;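 active = activation above the mean of all tested compounds plus 3 SD, set per screening campaign, cut at about 17% in these data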
SUMO HTRF inh: blocks human SUMOylation mediated by UBC9; HTRF SUMOylation assay, SAE1/SAE2 + UBC9, in vitro; AID 2006; hit rate 0.36% among 290,000; inhibition, % at 35 µM; in the data active = inhibition above about 50%, passing the limit was not always enough; note: strong numbers were not always called active
Active calls of the source: *; . = not tested or not shown.

SMILES	FID counter	HCV NS3 hel inh	M18AAP inhibitor	IMP-1 inhibitor	VIM-2 inhibitor	p-CIP stab down	IDE inh	IDE cell activ	SUMO HTRF inh
COc1cccc(NC(=O)NNS(=O)(=O)c2ccc(OC)cc2OC)c1	-10.4	3.7	4.6	-3.1	-2.7	-6.5	.	7.9	5.2
CCOc1cc(/C=C2\C(=O)N(CCc3ccc(OC)c(OC)c3)C(C)=C2C(=O)OC)ccc1O	-23.1	8.5	11.4	-1.0	0.7	-0.2	3.9	-0.6	4.5
O=C(Cc1cccs1)NC1(C(=O)NC2CCCC2)CCCCC1	-3.6	-2.2	-1.4	-0.7	-3.5	-5.1	-1.5	-4.8	-0.7
COc1ccc(/C=C\C(=O)NCC(=O)N/N=C/c2cccc(OC)c2O)cc1	-18.6	-10.7	1.1	-1.4	-0.4	-0.5	-3.1	0.9	35.4
COC(=O)c1ccc(C2NC(=O)c3c(sc(C)c3C)N2)cc1 (stereo not given)	-0.9	-7.5	2.6	-0.8	-2.3	-20.2	2.4	-3.5	27.8
O=C(Nc1cccc(-c2nc3ccccc3c(=O)o2)c1)c1ccccc1	-25.3	1.8	-1.9	-1.2	-1.6	14.8	-4.6	-7.3	-5.3
CCOC(=O)C1(C)NC(c2cccs2)C2C(=O)N(c3ccc(C)cc3)C(=O)C21 (stereo not given)	-6.2	-0.5	-2.2	-2.9	-3.9	16.0	1.5	6.8	15.0
CCOC(=O)c1c(C)[nH]c(C)c1C(=O)CSc1nncs1	0.5	-4.3	0.6	-2.6	-1.7	-0.2	3.0	-3.4	-5.9
Cc1ccc(-n2cnc3c(sc4nccc(N(C)C)c43)c2=O)cc1	-20.4	-1.3	-3.3	-3.8	-1.0	-3.7	2.5	2.6	11.2
COc1ccc(CNC(=O)CNC(=O)c2cccs2)c(OC)c1	-9.1	-2.8	1.1	-2.5	-1.4	7.2	3.8	-1.4	-1.6
CC1(C)Cc2cccc(C(=O)Nc3ccncc3)c2O1	-1.0	-5.8	-4.5	-0.9	-0.1	-0.2	-0.7	2.5	2.7
COCC(=O)OCC(=O)Nc1ccccc1-c1ccccc1	-4.4	1.4	-5.3	-2.9	-2.4	-4.1	-2.7	-0.3	5.5
Cc1cccc(CSc2ncnc3ccccc23)c1	-1.1	0.1	-1.5	-4.6	0.1	6.4	8.2	-9.5	2.2
O=C(CCCN1C(=O)c2ccccc2C1=O)NC1=NCCS1	-0.6	-2.2	-0.2	-0.5	2.9	-11.6	.	6.2	22.1
O=C(Cn1cnc2c(nnn2Cc2ccc(Cl)cc2)c1=O)c1ccccc1	-2.5	5.0	0.6	-3.2	-3.3	-9.6	2.6	3.1	-1.6
COCC1CCCCN1Cc1cn(-c2ccccc2)nc1-c1ccc2c(c1)OCO2 (stereo not given)	19.1	-8.9	-3.2	-1.9	-0.8	-4.3	-1.3	5.1	12.0
Cc1c(C(=O)NCc2cccnc2)sc2ncn(CC(=O)N3CCCCC3C)c(=O)c12 (stereo not given)	-14.8	-0.4	-15.4	-2.5	0.0	3.1	.	0.0	-1.8
Cc1ccc(CN2CCN(CC(=O)N3CCc4ccccc4C3)C2=O)cc1	-18.2	0.3	-7.2	-4.8	-3.9	-1.4	-0.2	.	-4.9
Cc1nc2cc(-c3ccc(F)cc3)[nH]n2c(=O)c1C	-6.4	-5.7	3.0	-2.6	1.2	-8.8	0.6	5.1	11.8
CCOC(=O)C(Cc1ccc(O)cc1)NC(=O)CCc1c[nH]c2ccccc12 (stereo not given)	-9.7	4.9	1.1	-1.2	-1.7	3.4	2.5	1.2	-7.5
COc1ccc(CC(=O)N2CCN(c3ccccc3)CC2)cc1	-13.8	2.8	1.6	-3.9	-1.4	0.9	3.0	-1.0	3.6
Cc1ccc(C(=O)N2CCOCC2)cc1S(=O)(=O)Nc1cccc(C)c1C	-8.9	-1.5	7.2	-2.1	-0.1	1.5	0.9	6.2	4.4
Cc1ccc(S(=O)(=O)NC2=NCN(C(C)C)CN2)cc1	-3.5	-2.1	-0.4	-0.7	-1.2	-1.2	0.7	4.6	1.5
CSc1nc(Cl)cc(N2CCOCC2)n1	-1.8	5.9	4.9	-5.4	-5.8	3.7	0.8	7.0	1.1
CC(=O)c1sc(NC(=O)c2cccc3ccccc23)nc1C	-1.7	-9.8	-0.2	-2.0	-1.6	-9.7	-0.4	5.0	-0.5
O=C(CSc1nc2ccccc2[nH]1)Nc1ccc(N2CCOCC2)cc1	-13.9	2.0	6.5	-2.6	-3.1	-3.4	-1.9	-0.8	2.9
COCCCNC(=O)c1cc(C)nn1-c1ccccc1	1.4	-3.9	-0.8	-2.1	-2.8	22.9	6.5	-5.9	-14.8
CCn1c(=O)c2c(n3c(=S)[nH]nc13)-c1ccccc1CC21CCCCC1	-36.9	7.4	-3.2	-3.3	-6.1	-4.0	0.8	3.4	10.8
Cc1ccc(SCc2cc(=O)[nH]c(/N=C(\N)Nc3ccccc3Sc3ccccc3)n2)cc1	-3.4	13.4	-5.0	-3.4	-3.0	3.0	-0.2	5.0	-9.7
Cc1ncc(CO)c(/C=N/NC(=O)c2ccc(Br)cc2)c1O	1.2	-1.1	11.9	-2.1	-3.7	-9.9	2.9	.	26.1
C(=N\n1cnnc1)/c1ccc2c(c1)OCO2	0.2	2.0	6.9	-1.2	-0.5	5.1	-4.4	4.7	8.3
O=C1COc2ccc(C(=O)COC(=O)Cc3ccc(Cl)cc3)cc2N1	-5.1	-1.8	-4.3	0.1	1.2	7.4	-5.0	0.6	11.4
COc1ccc(CC(=O)NCc2nnc(SCc3ccc([N+](=O)[O-])cc3)n2C)cc1	-9.9	0.6	0.4	-2.5	-2.7	-5.3	1.7	9.0	5.3
O=C1CC(Nc2ccc(N3CCOCC3)cc2)C(=O)N1C1CCCCC1 (stereo not given)	-26.2	38.2*	13.7	-6.6	-0.6	7.7	7.6	0.2	15.2
O=C(NCCc1ccccc1)C1CCC(CNc2c(N3CCCCC3)c(=O)c2=O)CC1 (stereo not given)	-44.0	12.1	4.5	-2.4	-1.6	-7.8	0.7	-1.4	0.4
COc1ccc(C(=O)C2CCCN(Cc3ccc4nonc4c3)C2)cc1F (stereo not given)	-3.7	-1.9	2.2	-2.6	-1.5	-16.7	3.6	0.3	-9.9
CCn1c(SCC(=O)N2CCC(C(N)=O)(N3CCCCC3)CC2)nnc1-c1ccccc1	-20.8	1.7	-2.1	-0.6	-1.7	-25.0	6.3	3.4	14.4
Cc1ccccc1NC(=O)c1ccccc1NS(=O)(=O)c1cccc2cccnc12	-17.4	-10.4	-11.0	4.3	-1.5	-2.7	1.9	6.5	-11.5
CC1CN(C(=O)CCC(=O)NCc2ccc(Cl)cc2)c2ccccc2S1 (stereo not given)	-38.4	-2.0	3.1	-2.4	-3.0	-16.2	1.8	6.4	-7.4
CN(CC(=O)NCc1ccccn1)S(=O)(=O)c1ccc(Br)cc1	-5.0	3.1	-6.1	-2.6	-2.7	-15.0	4.3	7.7	5.8

By substructure, the compounds so far with fluorine
SMILES	FID counter	HCV NS3 hel inh	M18AAP inhibitor	IMP-1 inhibitor	VIM-2 inhibitor	p-CIP stab down	IDE inh	IDE cell activ	SUMO HTRF inh
Cc1nc2cc(-c3ccc(F)cc3)[nH]n2c(=O)c1C	-6.4	-5.7	3.0	-2.6	1.2	-8.8	0.6	5.1	11.8
COc1ccc(C(=O)C2CCCN(Cc3ccc4nonc4c3)C2)cc1F (stereo not given)	-3.7	-1.9	2.2	-2.6	-1.5	-16.7	3.6	0.3	-9.9

The list goes on:
SMILES	FID counter	HCV NS3 hel inh	M18AAP inhibitor	IMP-1 inhibitor	VIM-2 inhibitor	p-CIP stab down	IDE inh	IDE cell activ	SUMO HTRF inh
COc1ccc(-c2cnn3c4c(c(C)nc23)CCN4C(C)C)cc1OC	-1.5	4.0	-4.1	-3.0	-1.9	-10.7	-2.4	4.5	15.5
Cc1sc2nc(C(C)Sc3n[nH]c(N)n3)[nH]c(=O)c2c1C (stereo not given)	-2.5	16.2	2.3	-1.5	0.4	-3.0	4.4	.	6.7
CCn1c(SCC(=O)NC2CCCC2)nnc1-c1cccnc1	-5.6	5.2	-7.5	-2.5	2.6	0.4	-2.0	0.9	-6.8
COc1cccc(CN(C)Cc2nc(C3CC3)no2)c1	-3.5	6.5	4.6	-3.0	-3.8	-3.7	0.6	6.8	7.8
Cc1c(NC(=S)SCc2ccccc2)c(=O)n(-c2ccccc2)n1C	-0.7	1.6	-7.9	-2.7	-4.9	-4.6	2.5	0.7	4.9
Fc1ccccc1NC(=S)NCCc1ccccc1	-1.8	-3.5	-14.6	-0.5	1.1	4.1	4.9	-3.5	17.1
Cc1ccc2oc(C(=O)N3CCN(c4cccc(C)n4)CC3)c(C)c2c1	-34.6	-7.7	-16.6	-1.0	-1.0	-4.4	0.3	2.8	6.8
Cc1ccc(NC(=O)C2OCCc3ccccc32)cc1Cl (stereo not given)	-5.1	-14.3	-0.1	-2.0	-1.9	-2.2	0.0	3.7	-1.6
CCc1ccc(/C=N\n2cnnc2)cc1	-14.3	1.4	-8.5	-1.6	-0.6	-1.4	0.7	5.5	22.8
CCOCCCNS(=O)(=O)c1ccc(-n2cnnn2)c(OC)c1	2.7	1.1	-4.5	-1.4	-4.8	-1.9	2.0	7.4	-3.7
Cc1ccc2[nH]c(-c3cccc(N)c3)cc2c1	-0.4	-61.0	-3.4	0.0	-1.5	13.5	2.0	0.7	-19.4
CNC(=S)N(CCc1c(C)[nH]c2ccc(Cl)cc12)Cc1cccs1	-1.6	-17.7	0.2	-2.2	-1.2	-4.3	0.6	.	-15.6
CCCCSc1nc2c(=O)[nH][nH]c(=O)c2n1Cc1ccccc1	-19.3	17.3	4.5	-5.6	-2.5	-2.9	0.2	2.2	22.7
CCOC(=O)N1CCN(S(=O)(=O)c2ccc(C)cc2)C1c1ccc(OC)cc1 (stereo not given)	-29.8	-4.9	4.3	-2.6	-3.5	-14.8	-1.6	-3.0	-10.4
COc1cc(OC)c(C2C(C(=O)O)c3ccccc3C(=O)N2C)cc1OC (stereo not given)	-8.0	16.4	-22.0	-3.5	-3.2	-11.2	4.4	-2.6	-16.0
COc1ccc(N2CCC(CNC(=O)Nc3ccc(C)c(C)c3)C2)cc1 (stereo not given)	-6.1	-3.4	4.5	-1.7	-1.1	-2.2	-0.1	4.2	1.9
CCN(CC(=O)Nc1ccc2c(c1)OCCO2)C(=O)c1cccc(OCC(C)C)c1	-30.9	-2.6	-9.5	-0.9	-0.8	-12.8	-5.6	5.0	17.6
Cc1cc(C(=O)COc2cccnc2[N+](=O)[O-])c(C)n1-c1ccccc1	-3.6	18.8	14.8	-1.3	-1.8	-17.1	-2.6	5.2	17.2
O=C(c1ccc(Cl)cc1)N(Cc1ccc(Br)cc1)N1C(=O)CCC1=O	-5.7	-2.8	-5.9	-2.7	0.0	4.9	-4.3	3.2	-0.4
CCCCC(=O)Nc1ccc(NC(=O)c2cc(OC)c(OC)c(OC)c2)cn1	-26.0	1.8	12.0	-2.0	-3.1	1.3	-0.6	2.1	13.0
